Bioassay records: PubChem, several laboratories
CRFR2-BP antag = blocks CRF-induced signaling of the CRF-BP/CRF-R2 complex. inhibition, % at 11.8 µM. HEK293 CRF-R2/CRF-BP, CRF-induced calcium fluorescence. actives 0.59% (n = 350,000);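 active = inhibition of the ligand-induced calcium signal above about 50% at the single tested concentration, limit read from the data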
CHRM4 agonist = agonists of human muscarinic M4 receptor (CHRM4). CHO-K1 hM4/Gqi5, Fluo-8 calcium fluorescence; vehicle 0%, full acetylcholine response 100%. actives 0.14% (n = 360,000). AID 624127. activation, % at 3 µM. P08173;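 active = activation above the run mean over all test wells plus 3 SD, cut at about 32% in these data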;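 also: peak over basal fluorescence ratio per well then scaled between controls; 0% = DMSO wells and 100% = acetylcholine at EC100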
Target sequence (P08173 whole entry, looked up): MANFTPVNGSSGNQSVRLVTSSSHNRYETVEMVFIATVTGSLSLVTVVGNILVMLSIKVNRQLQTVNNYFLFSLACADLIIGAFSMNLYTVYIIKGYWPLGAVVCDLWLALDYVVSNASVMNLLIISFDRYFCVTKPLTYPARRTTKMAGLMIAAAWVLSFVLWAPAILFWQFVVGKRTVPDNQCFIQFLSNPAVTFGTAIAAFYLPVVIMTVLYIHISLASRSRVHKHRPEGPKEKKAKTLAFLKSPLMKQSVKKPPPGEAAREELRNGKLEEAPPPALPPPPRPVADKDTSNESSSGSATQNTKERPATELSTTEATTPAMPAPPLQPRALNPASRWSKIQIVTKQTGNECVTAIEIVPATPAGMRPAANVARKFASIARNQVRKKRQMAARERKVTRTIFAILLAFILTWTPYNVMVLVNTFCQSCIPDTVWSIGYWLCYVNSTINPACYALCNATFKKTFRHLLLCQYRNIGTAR
M5 ag = agonists of human muscarinic M5 receptor (CHRM5). P08912. CHO-K1 hM5 cells, Fluo-8 calcium fluorescence; 0% DMSO wells, 100% maximal acetylcholine response. activation, % at 3 µM. actives 0.19% (n = 360,000);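 active = activation above the run's mean over test compounds plus 3 SD, cut at about 23% in these data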;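 also: signal is peak over basal fluorescence ratio across the kinetic read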
Target sequence (P08912 whole entry, looked up): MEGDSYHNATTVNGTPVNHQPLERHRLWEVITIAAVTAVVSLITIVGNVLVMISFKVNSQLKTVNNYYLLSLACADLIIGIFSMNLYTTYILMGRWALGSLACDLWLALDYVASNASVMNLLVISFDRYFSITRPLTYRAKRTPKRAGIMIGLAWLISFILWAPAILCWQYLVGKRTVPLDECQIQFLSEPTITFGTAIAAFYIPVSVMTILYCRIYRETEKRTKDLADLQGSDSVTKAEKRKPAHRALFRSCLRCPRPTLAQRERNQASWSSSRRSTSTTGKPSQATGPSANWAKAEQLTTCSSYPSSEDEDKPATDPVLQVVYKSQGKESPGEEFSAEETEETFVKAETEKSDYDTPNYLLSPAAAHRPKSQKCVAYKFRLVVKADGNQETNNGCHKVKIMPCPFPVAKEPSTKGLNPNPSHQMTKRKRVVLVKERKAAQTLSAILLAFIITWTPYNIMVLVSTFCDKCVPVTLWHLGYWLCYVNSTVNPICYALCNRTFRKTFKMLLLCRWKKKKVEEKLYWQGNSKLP
M4 PAM = CHRM4 positive allosteric modulation | CHO-K1 hM4/Gqi5, Fluo-8 calcium fluorescence, ACh EC20; 0% = ACh EC20, 100% = maximal ACh | activation, % at 3 µM | actives 0.4% (n = 360,000) | AID 624126;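 active = activation above its plate's cutoff, the mean activation of sample wells plus 3 SD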; also: some results filed as inactive read as strong as hits
CHRM5 PAM = CHRM5 positive allosteric modulation; activation, % at 3 µM; actives 0.3% (n = 360,000); CHO-K1 hM5, Fluo-8 calcium, ACh EC20 PAM; 0% = ACh EC20, 100% = ACh EC100; AID 624038;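 active = activation above the run cutoff, the mean activation of all test compounds plus 3 SD, cut at about 18% in these data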
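Assay system – human M5 receptor in CHO-K1 cells · Read-out – % activation, ACh-normalized · Technique – Fluo-8 calcium fluorescence · Dosing – single-point, 3 µM nominal · Incubation – Fluo-8 loading 80 min at 37 °C plus 30 min room temperature · Repeats – singlicate, one well per test compound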
M5 antag = CHRM5 antagonism in calcium assay | P08912 | inhibition, % at 3 µM | CHO-hM5 cells, Fluo-8 calcium fluorescence, ACh EC80 | actives 0.59% (n = 360,000);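 active = inhibition above a per-plate cutoff, the mean of that plate's test compounds plus 3 SD, cut at about 27% in these data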;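 also: 0% = acetylcholine EC80 with DMSO and 100% = DMSO without agonist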
CRFR2-BP ag = CRF-BP/CRF-R2 complex agonism; HEK293 CRF-R2/CRF-BP, calcium dye fluorescence (FLIPR); percent of saturating CRF peptide response; activation, % at 13.2 µM; actives 0.46% (n = 350,000); AID 588473;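 active = activation of at least 50%, plus an integration ratio under a set limit after plate pattern correction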;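 also: plate controls were neutral control wells without compound for no effect and CRF at EC100 for full effect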
M4 antag = blocks acetylcholine activation of human M4 receptor. CHO-hM4 cells, ACh EC80, Fluo-8 calcium fluorescence. inhibition, % at 3 µM. actives 0.73% (n = 360,000). AID 624125;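 active = inhibition above its plate's cutoff, the mean inhibition of sample wells plus 3 SD, cut at about 27% in these data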;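 also: 0% = acetylcholine EC80 with DMSO and 100% = DMSO without agonist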
IDE cell inh = cellular human IDE inhibition; HEK cells, FAbetaB cleavage, fluorescence polarization; AID 434962; actives 0.41% (n = 320,000); inhibition, % at 5.59 µM;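 active = percent inhibition above the average of all tested compounds plus 3 SD, set per screening campaign, cut at about 16% in these data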;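 also: IDE supplied by intact live HEK cells; FP after avidin binding of uncleaved biotin substrate so inhibition keeps polarization high; 0% = DMSO wells and 100% = 60 µM reference IDE inhibitor Ii1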
Numbers without * were called inactive; · = no result given.

SMILES	CRFR2-BP antag	CHRM4 agonist	M5 ag	M4 PAM	CHRM5 PAM	M5 antag	CRFR2-BP ag	M4 antag	IDE cell inh
O=C(CCc1nnc2ccc(N3CCCC3)nn12)Nc1ccc(F)c(F)c1	7.7	0.8	-1.6	2.3	-6.1	22.8	0.1	8.1	-0.6
COc1cc2nc(C)sc2cc1SC	9.7	-0.3	0.3	2.7	2.2	-1.0	-3.2	4.8	-2.3
COc1cccc(CC(=O)Nc2nc(-c3ccc(F)c(F)c3)cs2)c1	11.9	6.6	-6.7	-10.4	-3.8	18.8	2.1	-8.2	-4.2
O=C(NCC1COc2ccccc2O1)C1CCN(S(=O)(=O)c2ccccc2)CC1 (stereo unspecified)	-7.4	13.4	5.4	-5.1	-10.6	5.2	0.1	-2.7	-0.7
CCN(CC)CCN1C(=O)C(=O)/C(=C(/O)c2c(C)[nH]c(C(=O)OC)c2C)C1c1ccccc1OC (stereo unspecified)	-29.0	-0.5	0.3	-10.0	-3.8	0.2	-4.1	11.8	-0.7
CCCC(O)(CCN1CCOCC1)c1ccc(Br)cc1 (stereo unspecified)	5.8	-0.3	-6.9	-26.8	-18.5	19.0	-0.4	43.8*	1.6
C=CCNC(=O)Cn1nc(-c2ccccc2)ccc1=O	6.3	0.9	-2.8	3.6	3.6	-8.2	-0.9	-5.3	3.8
COc1ccc(/C=N\NC(=O)COc2ccccc2Cl)cc1Cn1nc(C)cc1C	-6.1	2.0	-1.4	-0.1	-2.2	-2.3	-0.3	-3.4	0.6
CC(C)Oc1ccc(C2CNC(=O)C2)cc1 (stereo unspecified)	15.3	-0.3	-0.3	5.2	-2.1	6.4	0.1	-2.8	6.1
CCN(CCn1cccn1)C(=O)CCc1nnc(-c2ccccc2)o1	17.6	1.9	0.4	2.5	7.8	-10.3	-0.1	-16.6	-0.9

Whole records as entered above. Order of screens: CRFR2-BP antag | CHRM4 agonist | M5 ag | M4 PAM | CHRM5 PAM | M5 antag | CRFR2-BP ag | M4 antag | IDE cell inh
CCN(CC)CCN1C(=O)C(=O)/C(=C(/O)c2c(C)[nH]c(C(=O)OC)c2C)C1c1ccccc1OC (stereo unspecified) across the screens: -29.0 | -0.5 | 0.3 | -10.0 | -3.8 | 0.2 | -4.1 | 11.8 | -0.7
COc1cccc(CC(=O)Nc2nc(-c3ccc(F)c(F)c3)cs2)c1 across the screens: 11.9 | 6.6 | -6.7 | -10.4 | -3.8 | 18.8 | 2.1 | -8.2 | -4.2
CCN(CCn1cccn1)C(=O)CCc1nnc(-c2ccccc2)o1 across the screens: 17.6 | 1.9 | 0.4 | 2.5 | 7.8 | -10.3 | -0.1 | -16.6 | -0.9
O=C(NCC1COc2ccccc2O1)C1CCN(S(=O)(=O)c2ccccc2)CC1 (stereo unspecified) across the screens: -7.4 | 13.4 | 5.4 | -5.1 | -10.6 | 5.2 | 0.1 | -2.7 | -0.7
CCCC(O)(CCN1CCOCC1)c1ccc(Br)cc1 (stereo unspecified) across the screens: 5.8 | -0.3 | -6.9 | -26.8 | -18.5 | 19.0 | -0.4 | 43.8* | 1.6

Next section:
SMILES	CRFR2-BP antag	CHRM4 agonist	M5 ag	M4 PAM	CHRM5 PAM	M5 antag	CRFR2-BP ag	M4 antag	IDE cell inh
CCCc1ccc(C(=O)CCC(=O)NNC(=O)c2ccncc2)cc1	-6.0	1.4	-1.9	3.2	-0.7	7.2	1.1	2.5	4.8
CCCCCc1cc(=O)oc2c(C(CCN(CC)CC)c3cc(OC)c(OC)c(OC)c3)c(OC)cc(OC)c12 (stereo unspecified)	-9.1	8.2	-10.3	-3.0	-13.7	7.9	0.0	24.4	2.4
O=C(c1cccc(C(F)(F)F)c1)c1c[nH]c(C(=O)NCC2CCCO2)c1 (stereo unspecified)	1.4	4.3	2.0	0.7	0.1	5.3	-1.8	-4.4	3.5
O=C(Cc1cccs1)Nc1nc2c(s1)CCCC2	-10.7	0.2	1.7	-1.8	0.9	-9.6	-2.1	3.0	2.8
CCCCCNC(=O)C(C)Sc1ccc(Cl)cc1 (stereo unspecified)	7.2	-1.1	-4.8	3.5	-3.0	0.6	1.1	-5.7	1.8
O=C1COc2ccc(C(=O)CSc3nnc(Cc4ccccc4)o3)cc2N1	10.7	2.1	4.9	3.9	4.2	2.8	-2.3	-6.2	-1.4
Cc1cc(C)n2nc(SC(C)C(=O)N(C)c3ccccc3)nc2n1 (stereo unspecified)	-3.9	-0.3	1.2	1.4	-1.6	7.5	0.2	-1.4	-4.1
O=C(/C=C/c1c(Cl)cccc1Cl)NCc1ccco1	-22.4	0.8	-3.5	-1.6	0.4	-7.8	-2.2	2.6	-0.9
Cc1ccc(-c2nc(CS(=O)(=O)CC(=O)NC3CCCCCC3)c(C)o2)cc1	-2.7	0.0	-2.2	7.6	16.7	-11.8	-2.0	-10.2	2.2
CCc1nnc(SCC(=O)N2CCCc3ccccc32)nc1CC	-0.9	1.8	-3.0	-0.4	-4.7	2.7	-3.5	-8.3	0.8
CCOCCc1nnc(NC(=O)C(CC)c2ccccc2)s1 (stereo unspecified)	-75.6	0.5	1.5	8.8	6.4	-5.1	8.7	2.7	1.2
O=C(NCC1CCCO1)c1ccccn1 (stereo unspecified)	1.0	0.9	0.5	-1.6	-0.9	0.4	0.2	7.4	3.2
CC(=O)Nc1ccc(S(=O)(=O)N(C)CC(=O)OCC(=O)Nc2ccc3c(c2)OCO3)cc1	18.1	1.0	-3.1	-1.4	4.0	3.2	-2.8	8.9	4.9
CC(C)N(C(=O)COC(=O)c1ccc([N+](=O)[O-])cc1)c1ccccc1	-3.4	1.1	9.6	-1.9	-2.7	15.4	-2.0	11.2	-1.4
C=CCOC(=O)c1[nH]c2c(c1C)C(=O)CC(c1cc(OC)c(OC)c(OC)c1)C2 (stereo unspecified)	0.9	15.4	6.9	-8.5	-19.6	19.2	-2.9	18.8	6.0
CCCSc1nc2c(cnn2-c2ccc(F)cc2)c(=O)[nH]1	15.8	0.1	1.3	1.4	-0.9	-1.8	-0.8	-11.2	2.6
CCC(=O)Nc1cc(C)c(NC(=O)c2ccco2)cn1	-8.9	0.3	0.7	-0.9	-2.4	3.8	1.1	2.3	-0.3
Nc1ccc(C#Cc2c(-c3ccsc3)oc3ccc(N4CCOCC4)cc23)cc1	-52.3	2.6	8.2	11.7	6.0	0.9	-0.1	2.0	-0.6
CCOc1ccc(S(=O)(=O)NCc2csc(C)n2)cc1	14.1	1.6	1.9	10.1	-0.7	4.4	-3.0	1.0	-3.2
CCOC(=O)c1c(C)[nH]c(C)c1C(=O)CSc1nnc(-c2ccco2)n1Cc1ccccc1	15.7	4.4	-11.5	0.6	3.0	-2.7	-0.7	-6.3	6.9
CCCCNC(=O)c1ccc2c(c1)S(=O)(=O)c1ccccc1C2=O	1.6	6.8	-0.7	11.3	-6.3	3.1	0.1	4.9	·
CCn1c(SCc2c(F)cccc2Cl)nnc1-c1ccco1	5.4	15.0	1.9	-0.9	-2.5	0.8	-0.8	-12.4	1.8
NC(=O)CC(NC(=O)c1ccccc1)C(=O)O (stereo unspecified)	-2.9	0.6	2.3	11.1	2.2	4.4	-0.1	-8.0	3.2
Cc1ccccc1NCC(=O)N/N=C\c1ccc2c(c1)OCO2	-21.5	3.6	-3.6	-5.9	-6.2	-1.8	0.5	1.1	10.4
CCOc1nc(NCc2ccco2)nc(Nc2ccccc2F)n1	-15.8	1.0	-10.1	1.1	6.0	4.6	-0.4	8.4	4.2
COc1cc(C(=O)NCCOc2cc(C)cc(C)c2)cc(OC)c1OC	6.3	4.9	1.0	-6.5	-7.8	7.8	-1.4	-9.1	-1.3
Cn1nc(CC(=O)Nc2ccc(N3CCN(C(=O)OC(C)(C)C)CC3)cc2)c2ccccc2c1=O	7.1	13.5	8.6	-3.9	-9.2	12.6	-0.9	5.0	-1.4
COc1cc([N+](=O)[O-])c(C)cc1NC(=O)c1ccc(OC)c(OC)c1	-12.1	1.0	0.9	-0.4	-1.7	17.4	20.5	1.5	·
Cc1ccc(C)c(NC(=O)[C@@H]2CCCN2S(=O)(=O)c2ccccc2F)c1	-2.6	-0.5	-1.1	-0.2	-3.8	-0.6	-0.5	5.5	5.5
COC(=O)C1CCN(C(=O)[C@H](C)NC(=O)C2CC(=O)N(c3ccc(F)cc3)C2)CC1 (stereo partly specified)	0.9	9.9	-3.0	0.1	0.1	4.5	-1.0	-0.8	-1.9
CC(Cc1ccccc1)NC(=S)CN1CCCC1=S (stereo unspecified)	24.0	1.0	-2.3	-10.0	-5.1	15.7	0.9	-0.1	-3.1
Cc1ccc(C(=O)N2CCOCC2)cc1S(=O)(=O)N1CCOCC1	-1.1	0.8	-1.3	5.2	7.2	0.8	-0.5	7.7	-0.4
O=C(c1cc(-c2ccc(Cl)cc2)n(-c2cc(Cl)ccc2Cl)n1)N1CCOCC1	4.6	0.5	2.5	8.6	9.9	-9.6	-0.9	-11.0	4.3
COc1cc(OC)c2ccc(=O)oc2c1C(CC(=O)N1CCOCC1)c1ccc2c(c1)OCO2 (stereo unspecified)	-2.1	4.7	2.3	0.4	0.7	10.8	-0.7	3.3	1.0
O=S(=O)(Nc1nc2ccccc2nc1-[n+]1ccccc1)c1ccc(Cl)cc1	3.2	0.6	-1.0	-7.1	-6.7	-3.5	-0.1	0.1	2.8
Cc1cccnc1NC(=O)c1ccc2c(c1)OCCO2	-9.0	0.5	2.3	-0.9	-2.9	-0.1	0.0	-2.9	3.1
CCOC(=O)C1CCN(C(=O)c2cccc(C(=O)N3CCC(C(=O)OCC)CC3)c2)CC1	1.2	1.5	1.9	-2.7	-5.0	13.9	0.8	2.8	5.0
CCOC(=O)C1=C(C)NC(SCC(=O)Nc2cc(C)on2)=C(C#N)C1c1cccs1 (stereo unspecified)	9.6	-2.3	0.8	7.2	-1.2	7.6	-1.0	-9.8	-3.1
O=[N+]([O-])c1ccccc1/C=N/Nc1nccnc1Cl	-10.1	-0.1	0.1	4.0	0.0	-1.1	0.0	-6.8	-0.8
O=c1c2ccccc2nc(/C=C/c2ccccc2)n1CCCO	-2.2	8.5	-2.1	-8.1	-13.3	18.0	1.1	-4.4	10.4

Taken from above.
Result for O=C(c1cc(-c2ccc(Cl)cc2)n(-c2cc(Cl)ccc2Cl)n1)N1CCOCC1 in CHRM5 PAM: 9.9
Result for Cc1ccc(C(=O)N2CCOCC2)cc1S(=O)(=O)N1CCOCC1 in CRFR2-BP antag: -1.1
Result for O=c1c2ccccc2nc(/C=C/c2ccccc2)n1CCCO in CHRM4 agonist: 8.5

More entries
SMILES	CRFR2-BP antag	CHRM4 agonist	M5 ag	M4 PAM	CHRM5 PAM	M5 antag	CRFR2-BP ag	M4 antag	IDE cell inh
CC1=CC(C)C2(COC(c3ccc[n+](C)c3)OC2)C(C)C1 (stereo unspecified)	8.7	1.5	-15.4	-12.8	2.5	5.5	1.7	2.3	·
COc1ccc(C(=O)c2sc(Nc3ccccc3)c(C(=O)Nc3ccc(OC)c(OC)c3)c2N)cc1	-4.1	2.4	-1.2	1.0	-5.9	16.8	6.0	-11.1	2.2
COc1cccc(-c2sc3ccc(OC)cc3c2C#CC2(O)CCCCC2)c1	-8.3	2.5	4.9	1.5	3.5	-5.2	1.4	3.9	-0.9
CCN(CC)C(=O)CSc1nc(-c2ccc(C)cc2)nc2c1COC(C)(C)C2	0.6	-1.3	-3.0	4.7	3.9	-1.5	-0.1	-9.5	-0.9
